# Growth percent in the NCI-60 one-dose screen (48 h, 10 µM unless noted): 100 = growth as untreated, 0 = no growth, -100 = all killed.
# K-562: K-562 leukemia; hit rate 7.4% among 78,000
# SR: SR leukemia cells. hit rate 8.7% among 73,000
# RPMI-8226: RPMI-8226 leukemia cells; hit rate 7.5% among 77,000; AID 1794781
# CCRF-CEM: CCRF-CEM leukemia. hit rate 7% among 77,000
# MOLT-4: MOLT-4 leukemia cells | AID 1794779 | hit rate 6.9% among 80,000
# MDA-MB-435: MDA-MB-435 melanoma. hit rate 7.8% among 82,000. AID 1794794
# MDA-MB-468: MDA-MB-468 breast cancer; hit rate 8.5% among 78,000
# MDA-MB-231: MDA-MB-231 breast cancer | hit rate 5% among 81,000
# Starred values were filed as active, the others as inactive; / = no result given; & = joins results of further samples. Rule for the calls: active = growth percent below 10; inactive = the rest. Not a hit list; 16% or so of the library scored in one or more.
canonical_smiles,MDA-MB-231,MDA-MB-435,MOLT-4,MDA-MB-468,CCRF-CEM,RPMI-8226,SR,K-562
COC(=O)C1=C(C)NC(C)=C(C(=O)OCC(C)C)C1c1ccccc1[N+](=O)[O-] (configuration not stated),55.0,54.8,43.6,44.7,7.1*,53.1,20.3,18.2
CC(C)NC(=O)OCC#CCOC(=O)NC(C)C,103.3,109.8,101.4,99.9,102.7,103.5,102.2,87.9
O=C(CSc1nnc(-c2c[nH]c3ccccc23)n1-c1ccccc1)Nc1ccc(C(=O)/C=C/c2ccc(Cl)cc2)cc1,79.3,64.1,58.8,65.9,83.7,4.9*,70.8,59.4
Clc1ccc(/C=N/N=C/c2ccc(Cl)cc2)cc1,/,104.7,101.7,96.3,102.2,88.0,92.1,87.0
Cc1ccc(NC(=O)NNC(=O)/C=C/c2cn(-c3ccccc3)nc2-c2ccccc2)cc1,96.7,104.2,104.3,116.3,/,102.6,108.4,101.1
O=S(=O)(Nc1ncccn1)c1ccc(-n2c(-c3ccc(Br)cc3)nc(-c3ccccc3)c2-c2ccccc2)cc1,51.3,42.7,22.4,24.3,18.6,33.8,45.2,44.0
c1cncc(-c2nc3cc4nc5ccccc5[nH]c4cc3n2)c1,98.4,107.8,91.5,90.0,103.6,88.1,102.7,88.6
CCOC(=O)C(CCc1ccccn1)c1ccccc1 (configuration not stated),97.7,92.4,107.5,101.5,115.7,/,107.5,113.7
O=C(O)C(=Cc1ccc(Br)cc1)C(=O)O,106.0,103.7,101.3,100.0,92.8,100.7,97.8,99.5
Cc1ccc(S(=O)(=O)N(C)CCC#N)cc1,122.9,98.5,90.8,/,97.1,110.9,95.8,91.9
O=c1ccc(-c2nc(N3CCOCC3)c3ccccc3n2)c[nH]1,88.4,99.7,109.7,95.8,107.8,100.5,100.0,115.6
O=C1S/C(=C\c2ccc(Br)cc2)C(=O)N1Cc1cc2ccccc2nc1Cl,103.3,100.9,101.1,91.2,100.1,98.0,96.7,102.0
CS(=O)(=O)Nc1ccc([N+](=O)[O-])cc1Oc1ccccc1,118.4,100.6,84.8,100.2,85.5,83.2,87.0,78.0
CCCCCCC(C)[N+](=O)[O-] (configuration not stated),99.8,107.4,104.8,101.6,98.1,101.7,102.5,116.0
c1cnc(NCc2nnc(-c3cccs3)o2)nc1,115.3,108.1,87.9,101.0,99.3,95.3,96.6,104.2
COc1ccc(Nc2c3ccccc3nc3ccccc23)cc1,55.3,31.3,-9.9*,14.1,/,28.1,1.5*,12.4
CCN(CC)CCC(=O)c1cccc2ccccc12,94.8,108.2,101.9,84.5,100.4,44.4,53.4,89.6
C=CC(=O)NCCSSCCNC(=O)C=C,109.6,101.2,105.7,101.8,96.6,100.1,98.7,103.4
O=c1oc2ccccc2c(O)c1Sc1c(O)c2ccccc2oc1=O,104.7,118.1,94.1,120.8,106.4,/,83.3,102.0
CC(C)c1ccc2nc3ccc(C(=O)NCCN4CCN(c5ccccc5)CC4)cn3c(=O)c2c1,59.3,58.7,38.0,/,50.7,20.5,51.7,45.1
O=C1NC(=S)S/C1=C/c1ccc(OCc2cn(-c3ccc(S(=O)(=O)Nc4nccs4)cc3)nn2)cc1,110.5,106.2,127.4,103.8,113.6,116.7,116.4,116.4
COc1ccc(Cl)cc1NC(N)=S,103.7,103.8,99.7,100.7,104.8,100.4,/,103.9
CCCCCCCCCCCCCCCc1ccc(Cl)c(O)c1Cl (tested in a mixture with another compound),97.9,102.7,103.6,103.5,93.0,/,79.6,92.3
CCN(CC)c1ccc(/C=C(\C#N)c2cc3ccccc3[nH]2)cc1,48.6,1.8*,37.8,47.3,50.9,/,24.6,14.2
Cc1ccc(S(=O)(=O)N/N=C/C=N/NS(=O)(=O)c2ccc(C)cc2)cc1,105.3,103.3,101.1,102.6,105.2,108.5,88.7,100.6
CCCC/C=N\NC(=O)C[N+](C)(C)C,91.2,109.8,/,/,85.6,86.2,/,/
Cc1ccc(CN(Cc2ccc(-c3ccccc3S(C)=NC#N)cc2)C(=O)c2ccccc2Cl)cc1 (configuration not stated),74.3,86.5,66.2,74.7,94.9,75.6,65.4,66.3
O=C(Oc1ccc(CCl)cc1)c1ccccc1,-82.0*,-88.7*,-49.7*,-62.7*,-48.6*,-50.2*,-43.7*,-37.5*
O=C1c2cccc3cccc(c23)C(=O)N1N1C(=O)c2cccc3c(-c4ccc(Cl)cc4)ccc(c23)C1=O,105.1,104.6,106.5,100.5,105.2,60.4,101.7,98.6
Oc1nc(Nc2ccc(Cl)cc2)sc1C=Nc1ccc(Cl)cc1,106.9,96.7,102.4,107.6,101.4,102.1,131.1,99.4
CCOC(=O)c1c2c(c(C)n1C)-c1nn(C)cc1CC2,83.3,106.1,102.1,/,/,/,66.9,113.1
Cc1ccn2c(C(C)O)nnc2c1 (configuration not stated),92.6,95.2,117.8,102.6,100.9,96.6,105.2,122.6
Cc1ccccc1C(c1ccccc1)c1ccccc1C,103.7,104.6,93.5,50.3,83.3,89.5,104.2,104.8
O=c1nc(NCc2cccc(Cl)c2)sc2ccccc12,91.6,109.5,86.6,67.7,91.8,84.2,88.1,81.7
CC(=O)Nc1ccc(S(=O)(=O)Nc2ccc(S(=O)(=O)c3ccc(NS(=O)(=O)c4ccc(NC(C)=O)cc4)cc3)cc2)cc1,95.8,112.8,103.2,93.1,69.0,97.4,87.4,106.1
O=C1OC(c2ccccc2)(N(Nc2ccccc2)c2ccccc2)c2ccccc21 (configuration not stated),90.1,89.6,84.9,73.2,83.5,77.2,104.8,97.8
CCCCNC(=O)Oc1ccc(/C(=C(\C)c2ccccc2)c2ccc(OCCN(CC)CC)cc2)cc1,103.4,58.7,42.0,70.3,60.1,49.8,14.5,8.3*
COC(=O)[C@H]1O[C@@H](n2cnc3c(=O)[nH]cnc32)[C@H](O)[C@@H]1O,109.3,105.6,106.3,111.1,121.0,/,111.2,97.1
CCCC(=O)CC(C)=O.CCCC(=O)CC(C)=O.[Cu],120.3,108.8,99.2,106.6,106.6,101.7,85.6,104.0
O=S(=O)(O)c1ccc(-c2ccc(S(=O)(=O)O)cc2)cc1,118.3,112.9,/,123.4,66.3,107.9,/,/

# Reprinted from the part before: two compounds, then new ones.
canonical_smiles,MDA-MB-231,MDA-MB-435,MOLT-4,MDA-MB-468,CCRF-CEM,RPMI-8226,SR,K-562
CCCC(=O)CC(C)=O.CCCC(=O)CC(C)=O.[Cu],120.3,108.8,99.2,106.6,106.6,101.7,85.6,104.0
O=S(=O)(O)c1ccc(-c2ccc(S(=O)(=O)O)cc2)cc1,118.3,112.9,/,123.4,66.3,107.9,/,/
CCOc1ccc(-c2cc(C3(S(=O)(=O)c4ccc(C)cc4)CC=CC3)on2)cc1,91.8,95.1,76.8,72.0,76.6,62.4,69.1,70.9
Nc1nccc2c1ccn2-c1cccc(NC(=O)Nc2ccc(Cl)c(Cl)c2)c1,65.5,66.2,41.2,47.1,42.1,46.6,58.9,33.2
O=C1Cc2ccccc2C(=O)N1Nc1ccccc1,79.2,103.2,96.4,104.3,93.1,112.4,128.9,/
COc1cc(N)c2ncccc2c1OC,90.2,104.9,80.4,91.4,86.6,92.2,85.1,92.8
COc1cc(OC)cc(-c2n/c(=C\c3c(O)[nH]c4ccc(OC)cc34)cc3c2=Nc2ccccc2-3)c1,3.2*,67.2,12.4,88.4,/,77.8,9.3*,-9.9*
CCN(CC)c1ccc(/C=N/NC(=O)c2ccc(S(N)(=O)=O)cc2)c(O)c1,34.0,31.1,11.2,-0.9*,9.4*,38.3,10.5,12.4
c1ccc2c(c1)nc1n2CCC1,105.3,113.1,111.4,103.8,102.8,105.2,110.5,122.0
COC1OC(CO)C(N(C)C(C)=O)C1O (configuration not stated),91.8,99.2,91.6,/,131.2,125.9,105.3,104.6
CCCC(CCC)(C(N)=O)C(=O)O,115.8,101.8,113.1,105.2,102.7,111.5,111.1,119.6
S=C(c1ccc2c(c1)OCO2)N1CCN(c2ccccc2)CC1,70.9,25.9,91.0,/,86.1,99.5,89.5,53.7
COCC(COC)c1nc2sc3cc(Cl)c(Cl)cc3n2c(=N)c1C#N,93.2,106.5,107.8,95.2,129.2,120.4,66.3,61.6
COc1ccc(-c2onc(N)c2-c2cc(OC)c3c(c2)OCO3)cc1,56.7,-24.1*,13.7,-29.2*,14.5,26.7,9.9*,13.0
O=C(Nc1ccc(Cl)c(Cl)c1)Nc1nnc2ccc(N3CCOCC3)nn12,84.7,101.8,93.2,88.9,91.8,78.7,/,71.8
CN(C)CCOc1ccc(Nc2cc(NCc3ccco3)ncn2)cc1,106.2,102.7,103.4,/,91.9,95.6,104.8,82.8
O=[N+]([O-])c1ccc(-c2nc3ccc(-c4n[nH]c(=S)o4)cc3[nH]2)cc1,98.0,102.0,102.6,107.1,102.0,105.9,94.4,103.3
Cc1c(N2CCN(C)[C@@H](C)C2)ccc2c3c(c(=O)oc12)CN(C(=O)c1ccc(NS(C)(=O)=O)c(OC(F)(F)F)c1)CC3,54.7,41.9,41.9,66.8,43.6,68.2,47.8,33.6
CCN(CCO)c1ccccc1,101.7,100.7,91.9,/,81.8,83.4,80.2,104.8
O=C(O)c1ccc(CNC(=O)c2nc(-c3ccccc3)n(-c3ccc(Cl)cc3)n2)cc1,95.9,106.4,99.3,108.0,102.0,98.5,99.8,100.6
O=c1c2cc(F)ccc2sc2c(NCCCO)nc3ccccc3c12,74.8,91.5,79.1,82.0,83.9,/,66.5,75.5
Cc1n[nH]c(C)c1N=Nc1cccc2c1C(=O)c1ccccc1C2=O,82.4,107.2,84.5,96.2,/,104.3,91.4,85.6

# In the list so far, these have a nitro group on carbon:
canonical_smiles,MDA-MB-231,MDA-MB-435,MOLT-4,MDA-MB-468,CCRF-CEM,RPMI-8226,SR,K-562
COC(=O)C1=C(C)NC(C)=C(C(=O)OCC(C)C)C1c1ccccc1[N+](=O)[O-] (configuration not stated),55.0,54.8,43.6,44.7,7.1*,53.1,20.3,18.2
CS(=O)(=O)Nc1ccc([N+](=O)[O-])cc1Oc1ccccc1,118.4,100.6,84.8,100.2,85.5,83.2,87.0,78.0
CCCCCCC(C)[N+](=O)[O-] (configuration not stated),99.8,107.4,104.8,101.6,98.1,101.7,102.5,116.0
O=[N+]([O-])c1ccc(-c2nc3ccc(-c4n[nH]c(=S)o4)cc3[nH]2)cc1,98.0,102.0,102.6,107.1,102.0,105.9,94.4,103.3

# Remaining list, next part
canonical_smiles,MDA-MB-231,MDA-MB-435,MOLT-4,MDA-MB-468,CCRF-CEM,RPMI-8226,SR,K-562
COc1ccc2c(c1)c(/C=C/C(=O)O)c(Cl)n2Cc1ccc(Cl)cc1,85.0,96.5,89.4,/,122.7,96.1,93.9,91.6
CCCCOC(=O)c1ccc(Cl)c(Cl)c1,116.9,100.3,97.9,104.9,98.3,115.6,92.9,91.8
O=C(Nc1nc2ccc(Cl)cc2s1)c1ccc(Cl)cc1Cl,114.7,94.6,93.9,105.4,99.3,91.1,98.2,86.3
C=C(C)[C@@H]1CC[C@]2(C(=O)NCC(=O)N[C@@H](CO)C(C)C)CC[C@]3(C)[C@H](CC[C@@H]4[C@@]5(C)CCCNC(C)(C)[C@@H]5CC[C@]43C)[C@@H]12,112.1,97.4,95.3,92.7,93.6,95.3,92.8,81.6
Oc1c(-c2nnc(-c3ccc(Cl)cc3)o2)sc2nnc(-c3ccccc3)c(-c3ccccc3)c12,98.6,81.1,57.7,78.6,41.2,77.5,59.8,/
CC1=C(C)C(=O)C(N2CCC(Cc3ccccc3)CC2)=CC1=O,77.6,96.2,/,71.2,76.4,63.3,/,/
CCOC(=O)C1=C(C)NC(SCc2nnc(-c3ccc(Cl)cc3)o2)=NC1c1ccccc1 (configuration not stated),95.8,109.2,68.7,85.3,87.6,72.7,75.1,74.8
C[C@H]1[C@H](C)CC[C@]2(COC(=O)CCC(=O)NCC#CCN3CCNCC3)CC[C@]3(C)C(=CC[C@@H]4[C@@]5(C)CCCNC(C)(C)[C@@H]5CC[C@]43C)[C@H]12,43.4,32.4,/,17.9,12.5,-22.9*,/,/
O=C(Cn1nncc1CN1C(=O)CSC1=O)Nc1ccc(Br)cc1,105.4,97.7,104.8,107.4,99.8,103.3,105.5,102.2
COC(=O)CCCCCn1c2ccccc2c2c3c(c4c5ccccc5[nH]c4c21)C(=O)N(O)C3=O,41.8,71.2,-15.6*,45.3,11.4,22.4,11.3,23.8
Cc1ccc(Nc2nc(N)nc(Nc3ccc4ccccc4c3)n2)cc1,47.9,16.6,47.9,20.2,27.8,48.2,26.8,20.2
CCCCC(CC)COC(=O)CSC1=C(C)C(=O)C(OC)=C(OC)C1=O (configuration not stated),100.6,100.7,96.2,93.6,73.7,95.4,96.2,103.5
O=C(O)c1ccccc1SSc1ccccc1C(=O)O,90.4&111.9&96.7,97.9&105.2&94.5,91.9&101.8&113.5,107.6&98.7&98.0,84.8&98.8&95.4,125.9&104.6&103.9,91.6&100.6&118.1,92.4&111.3&104.7
O=C1Cc2cc(-c3nnc(Nc4nc5ccccc5s4)s3)ccc2N1,94.3,106.8,91.4,100.8,69.8,86.5,67.1,59.9
Cc1nc2sccn2c1-c1nc2sccn2c1C=O,97.5,102.8,93.0,/,100.8,105.4,87.2,73.1
O=C(O)/C=C/C(=O)Nc1cc(Cl)ccc1Cl,108.2,93.1,99.4,/,88.9,95.2,91.8,99.3
COc1ccccc1C(=O)CSc1nc(Nc2ccc(S(N)(=O)=O)cc2)c2ccccc2n1,77.3,90.4,93.0,99.7,87.3,90.8,64.3,85.7
O=C1CCC(=O)N1N1C(=O)CCC1=O,111.0&114.3,102.0&112.2,93.7&98.8,105.7&148.0,96.9,103.0&87.7,91.3&99.2,99.5&104.5
N#Cc1c(Nc2ccccc2)nn2c(-c3cccs3)ccnc12,104.3,98.2,105.0,93.6,100.9,104.2,89.2,122.8

# Assay outcomes: PubChem, NCI
